# FAS-TE inh: inhibitors of human fatty acid synthase thioesterase domain; inhibition, % at 15 µM; recombinant FAS-TE, OMFH fluorogenic substrate, fluorescence endpoint; AID 602261; 360,000 compounds, 0.67% hits;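 active = compounds whose normalised, plate-corrected inhibition of enzyme fluorescence in the single-dose primary screen is 50% or more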;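 also: 0% = DMSO with enzyme and 100% = substrate without enzyme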
# Tb MetRS inh: blocks T. brucei methionyl-tRNA synthetase activity | purified T. brucei MetRS, ATP depletion, Kinase-Glo luminescence | inhibition, % at 11.9 µM | AID 624268 | 360,000 compounds, 0.4% hits;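 active = inhibition above a per-plate cutoff of the control wells' mean inhibition plus 3 SD, cut at about 5.5% in these data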;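 also: 0% = DMSO wells median and 100% = median of wells with control inhibitor compound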
#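 System: purified T. brucei MetRS enzyme / Detection: Kinase-Glo luciferase luminescence reporting remaining unconsumed ATP / Medium: HEPES buffer with MgCl2, KCl, DTT, spermine, BSA, pyrophosphatase / Replication: singlicate, one well per compound / Evaluation: percent inhibition relative to median high and low control wells / Schedule: 2 h aminoacylation at 25 °C after 15 min preincubation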
# MsrA act: bovine methionine sulfoxide reductase A activation. activation, % at 10.6 µM. purified bovine MsrA, absorbance read-out. 360,000 compounds, 0.3% hits; in the data active = activation above about 7.5%;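 also: 0% = vehicle and 100% = reference activator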
# MsrA inhibitor: inhibits bovine methionine sulfoxide reductase A | purified bovine MsrA, absorbance read-out | inhibition, % at 15.5 µM | 360,000 compounds, 0.75% hits | AID 651718; in the data active = inhibition above about 4.5%;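 also: 0% = vehicle wells with enzyme and 100% = reference inhibitor wells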
# MT1-MMP act inh: blocks activation of human MT1-MMP; HT1080 RFP-PRO-GFP cells, GFP/RFP ratio fluorescence, overnight; percent of plate control window, DMSO zero; GFP/RFP ratio change, % at 20 µM; P50281; AID 651647; 360,000 compounds, 0.061% hits;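 active = GFP/RFP ratio change of at least 30% with cell ATP level not reduced by more than half and red fluorescence within 50% of control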; also: strong numbers were not always called active
#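 Read-out: GFP/RFP fluorescence ratio; Test system: RFP-PRO-GFP reporter HT1080 cells; Compound dosing: single-point 20 µM compound, 1% DMSO; Times: overnight compound exposure at 37 °C.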
# SKN-1 inh: C. elegans SKN-1 inhibition | 360,000 compounds, 0.49% hits | AID 624304 | C. elegans VP596 Pgst-4::GFP/RFP ratio, acrylamide-induced, 24 h | inhibition, % at 21.8 µM;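 active = interference check ratio from 0.5 to 1.5 plus GFP to RFP signal ratio inhibition reaching or exceeding a fixed threshold, cut at about 30% in these data, passing the limit was not always enough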; also: some compounds called inactive have numbers as strong as hits
# NRP1-CendR mod: alters CendR peptide binding to human NRP-1; FAM-RPARPAR peptide binding to NRP-1, fluorescence polarization; inhibition, % at 25 µM; 360,000 compounds, 0.85% hits;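 active = inhibition or corrected inhibition above about 18%, plus a signal ratio from 0.5 to 1.5, limit read from the data, passing the limit was not always enough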; also: strong numbers were not always called active
# E coli Lon inh: inhibitors of E. coli Lon protease | P0A9M0 | inhibition, % at 7.94 µM | AID 602123 | 360,000 compounds, 0.42% hits | purified E. coli Lon protease, fluorescence polarization; in the data active = inhibition above about 13%, passing the limit was not always enough;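 also: 0% = enzyme with probe and DMSO and 100% = no enzyme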
# PABP1 MLLE inh: inhibitors of microRNA-mediated deadenylation, human PABP1 MLLE binding. P11940. 360,000 compounds, 0.36% hits. GST-MLLE / FITC-PAM2 fluorescence polarization. inhibition, % at 20 µM. AID 588489; in the data active = inhibition above about 35%, passing the limit was not always enough;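 also: plate controls were DMSO wells with GST-MLLE for no effect and wells lacking GST-MLLE protein for full effect; some results filed as inactive read as strong as hits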
# An asterisk follows results filed as active. Hits appear at their usual frequency. Share with any hit: about 4%.
mol	FAS-TE inh	SKN-1 inh	MT1-MMP act inh	E coli Lon inh	Tb MetRS inh	MsrA inhibitor	NRP1-CendR mod	MsrA act	PABP1 MLLE inh
Cc1ccc(C(=O)NCC(c2ccco2)N2CCc3ccccc3C2)cc1 (stereo not given)	6	11	-3	-6	-0.2	-0.9	-18	-2	22
COC(=O)c1ccccc1S(=O)(=O)NNC(=O)Nc1ccccc1	-2	4	4	12	-0.2	1.6	4	-5	16
Nc1ccc(-c2nc3ccc(N)cc3s2)cc1	-5	6	1	-4	-0.3	5.6*	-57	-7	-16
CSCCC(NC(=O)c1ccc(C)o1)C(=O)O (stereo not given)	-5	7	-3	6	-1.1	1.9	-6	-5	8
Cc1ccc(C(=O)OCN2C(=O)c3ccccc3C2=O)c(O)c1	10	23	-2	1	0.0	-1.1	5	-3	-6
CCCc1c(C(=O)N/N=C/c2c(OC)ccc3ccccc23)nnn1-c1nonc1N	0	4	3	-10	-0.5	-1.8	7	-4	-7
CCOc1ccc(-n2c(SCc3cc(=O)oc4cc(C)ccc34)nnc2-c2cccnc2)cc1	2	3	-4	-6	0.0	1.7	-1	-2	-44
CCN(Cc1cnn(C)c1)C(=O)c1ccc2nc(Cc3ccccc3F)oc2c1	-7	8	4	-1	-0.1	-0.5	-1	-2	-6
Cc1noc(C)c1S(=O)(=O)Nc1ccccc1Cl	-6	14	0	0	-0.5	2.3	6	1	-2
CCN(CC)C1CCN(C(=O)CCc2nnc(CCc3ccccc3)o2)C1 (stereo not given)	-8	-12	-3	-6	1.1	-0.2	0	-5	11
CC(=O)Nc1ccc(S(=O)(=O)N2CCN(Cc3csc(C)n3)CC2)cc1	-2	9	-1	-2	-0.4	0.1	12	-3	-11
Cc1cc(C)cc(OCC(=O)OCC(=O)Nc2cc(S(=O)(=O)N3CCOCC3)ccc2C)c1	-7	3	10	-7	-0.2	0.1	4	-10	2
COc1ccc(C(=O)NCCc2cc3c(OC)ccc(OC)c3[nH]c2=O)cc1OC	-7	-3	-2	-6	-0.4	0.1	-2	-2	-3
CC1=C(C)CC(C(=O)Nc2nc(-c3ccc(C)cc3C)c(C)s2)C(C(=O)O)C1 (stereo not given)	-8	-9	-1	-10	-0.5	-0.3	0	-5	11
Cc1cccc(NC(=O)c2cc(NC(=O)c3ccccc3)ccc2N2CCCCC2)c1	-7	-2	-4	7	-1.1	-1.4	15	1	-6
COc1cc(-c2cc(C(=O)Nc3cc(S(=O)(=O)N4CCOCC4)ccc3O)c3ccccc3n2)cc(OC)c1OC	1	-2	15	-8	-0.6	0.2	15	-6	36
CC(C)(C)NC(=O)N1CCCC(C(=O)c2cccc(Cl)c2)C1 (stereo not given)	-9	9	-2	-2	-0.5	-0.1	0	-5	-5
COc1ccc(C(=O)c2ccccc2)cc1Br	10	-15	2	-5	0.4	0.4	-7	-2	3
CCCOc1ccccc1Nc1nnc(C)c(=O)[nH]1	-9	3	0	-7	0.4	0.5	-4	2	-4
O=S(=O)(/C=C/c1ccccc1)Nc1ccc2c(c1)OCO2	1	-3	1	-9	-2.6	-0.6	-6	-3	-22
c1ccc2sc(N3CCCN(Cc4nc(-c5cnccn5)no4)CC3)nc2c1	6	0	-1	0	-0.1	-0.6	-9	-2	12
COc1ccc(NC(=O)CSc2nnc(CCC(=O)Nc3ccc(C)c(Cl)c3)n2C)cc1	-4	6	9	-3	-1.1	1.7	3	-2	-6
COc1cccc(NC(=O)COc2ccc(C(=S)N3CCN(C)CC3)cc2OC)c1	-3	14	2	-4	-0.2	-0.2	2	0	5
O=C(COc1ccc2c(c1)C(=O)CC1(CCCCC1)O2)NCc1ccccn1	-6	-16	-3	-3	-0.7	2.1	-10	-7	-3
CCOC(=O)c1sc2nc(CSCC(=O)OCc3ccc(C(=O)OC)o3)[nH]c(=O)c2c1C	-4	1	-10	-14	-0.1	0.2	-58	1	-14
COCCNC(=O)c1cc2c(c(-c3cccc(C#Cc4ccc(OC)c(OC)c4)c3)n1)[C@@H](CCO)N(S(=O)C(C)(C)C)C2 (stereo not given in full)	-14	7	4	-16	-0.5	-0.3	-23	-1	-22
COc1cc(C(=O)N2CCN(C)C(C)C2)ccc1OC1CCN(C(C)=O)CC1 (stereo not given)	-8	5	-2	-6	0.2	0.9	-3	-3	-7
CNC(=O)CN(Cc1ccccc1)S(=O)(=O)c1ccccc1	-5	23	3	1	-0.5	-0.7	1	7	2
CCCn1nc(C(=O)N(C)CC(=O)Nc2ccc(OCC)c(OCC)c2)c2ccccc2c1=O	-3	-8	-5	3	-0.2	-0.9	5	-6	1
O=C(Cn1cnc2c(nnn2Cc2ccc(F)cc2)c1=O)NCc1ccco1	-4	1	5	-26	0.1	-0.3	-2	-1	2
COc1ccc(C2CC(=O)C3=C(C2)Nc2ccccc2N(C(C)=O)C3c2ccco2)cc1 (stereo not given)	-6	-18	-4	-1	0.0	2.8	6	-12	-5
O=C(COC(=O)c1cc(-c2cccs2)nc2ccccc12)NC1CCS(=O)(=O)C1 (stereo not given)	-6	-21	0	-3	-1.1	0.1	7	-14	5
CC(=O)C1=C(O)C(=O)N(CCCn2ccnc2)C1c1ccc(Cl)cc1 (stereo not given)	-6	7	-2	4	-0.1	0.7	-8	-4	9
COc1ccc(OC(=O)N(C)C[C@@H]2OCc3cn(nn3)CCCC(=O)N([C@@H](C)CO)C[C@H]2C)cc1	-5	-6	3	-1	-0.7	0.0	7	-2	10
COCCN(C(=O)CCC(=O)Nc1cc(C)on1)C(C(=O)NC1CCCC1)c1ccc(C)cc1 (stereo not given)	-3	7	-3	6	-1.0	-0.4	11	-7	-4
COc1cccc(-c2nnc(NC(C)=O)o2)c1	-7	5	4	-10	-0.2	-0.7	-6	-2	19
Nc1c(C(=O)N/N=C/c2cccnc2)cnn1-c1ccccc1	-6	7	0	-4	-0.3	1.2	-10	-1	-1
CCSc1nnc(CNC(=O)C23CC4CC(CC(C4)C2)C3)n1C1CCCCC1	0	4	-1	2	-0.6	-0.6	-8	3	-35
CC1CN=C(NS(=O)(=O)c2ccccc2)N1 (stereo not given)	-8	-11	-2	-1	-0.7	0.7	-10	-12	-1
COc1ccc(OC)c(-c2nnc3n2N=C(c2ccc(OC)c(OC4CCOC4)c2)CS3)c1 (stereo not given)	0	15	20	-9	-0.1	3.4	4	-1	-96
O=C(CCS(=O)(=O)c1ccc(Cl)cc1)Nc1ccc(F)cc1	-3	-3	-2	-4	0.0	1.8	9	0	8
O=C(O)Cc1ccc(NC(=O)c2ccc(Cl)c(Cl)c2)cc1	-7	2	2	-13	1.5	0.3	14	-3	5
Cc1nc(NC(=O)C2CCCCC2C(=O)O)sc1C (stereo not given)	-6	8	-2	4	-0.2	0.5	10	-2	15
Oc1c(/C=N/c2ccccn2)sc2ccccc12	-5	17	10	-19	0.5	-0.1	-58	-4	-43
C=CCN(CC=C)Cc1cc(=O)oc2cc(C)c(Cl)cc12	19	8	1	-5	0.7	0.0	12	-2	-11
CN1CCN(c2ccc(NC(=O)c3ccc4c(c3)OCCO4)cc2Cl)CC1	-2	12	-11	4	-0.4	-0.2	-6	0	4
CCN(CC)c1nc2c(c(=O)[nH]c(=O)n2C)n1CCOc1ccccc1	-2	-4	4	2	-1.6	1.3	-1	-5	13
CC(CCc1ccccc1)NC(=O)CNC(=S)N(Cc1cccs1)C1CCCC1 (stereo not given)	26	-3	-4	4	-0.7	-1.2	1	-5	-135
COc1ccc(C(=O)Nc2nc(-c3cccs3)cs2)cc1	21	46*	-8	3	-1.2	2.0	-16	-5	24
CC1=CCC(COC(=O)Nc2ccccc2)CC1 (stereo not given)	9	21	7	-2	-0.7	1.6	1	-1	-9

# (list continues)
mol	FAS-TE inh	SKN-1 inh	MT1-MMP act inh	E coli Lon inh	Tb MetRS inh	MsrA inhibitor	NRP1-CendR mod	MsrA act	PABP1 MLLE inh
CCCc1nc2c(C)ccc(C)c2c(N)c1CC	-5	16	0	-3	-0.3	0.7	-10	0	0
CCCCCCOc1ccc(/C(C)=N/NC2=NCCN2)cc1[N+](=O)[O-]	-151	8	-6	2	-0.5	-0.5	4	-1	8
O=C1/C(=C/c2cccnc2)N=C2CCCCCN12	-7	3	2	-3	-0.9	4.6*	17	-4	-4
CCC(=O)OCCCCCCOc1ccc(C(=O)O)cc1	-6	5	-2	-4	-0.7	1.5	5	-7	7
N#Cc1ccc(COc2cccc3cccnc23)cc1	-5	5	0	3	-0.7	0.5	10	-13	-8
CCc1nc(NC(=O)Cc2csc(C)n2)sc1C(=O)OC	-6	4	0	1	-0.2	-0.9	-8	2	-1
COc1ccc(OC)c2[nH]c(=O)c(CCNS(=O)(=O)c3ccc(Cl)cc3)cc12	2	17	7	-10	-0.8	0.0	5	-1	11
O=C(Nc1nnc(-c2ccccc2)o1)c1nc2ccccc2s1	-3	-3	3	-3	0.4	2.8	-8	-2	9
CCS(=O)(=O)N1CCN(c2cc3c(cc2[N+](=O)[O-])n(C)c(=O)n3C)CC1	-5	-2	6	-5	0.0	1.7	0	-1	-5
CC(C)(C)c1ccc(C2=NC(=O)C(CC(=O)O)S2)cc1 (stereo not given)	-15	1	-5	5	0.1	-1.0	-5	-5	10

# Quoted at random: 2 records from the list
mol	FAS-TE inh	SKN-1 inh	MT1-MMP act inh	E coli Lon inh	Tb MetRS inh	MsrA inhibitor	NRP1-CendR mod	MsrA act	PABP1 MLLE inh
CCS(=O)(=O)N1CCN(c2cc3c(cc2[N+](=O)[O-])n(C)c(=O)n3C)CC1	-5	-2	6	-5	0.0	1.7	0	-1	-5
CCc1nc(NC(=O)Cc2csc(C)n2)sc1C(=O)OC	-6	4	0	1	-0.2	-0.9	-8	2	-1

# Look-ups from the entries so far.
# Reading of `CCc1nc(NC(=O)Cc2csc(C)n2)sc1C(=O)OC` in PABP1 MLLE inh: -1
# Reading of `CCCc1nc2c(C)ccc(C)c2c(N)c1CC` in FAS-TE inh: -5

# Continuation:
mol	FAS-TE inh	SKN-1 inh	MT1-MMP act inh	E coli Lon inh	Tb MetRS inh	MsrA inhibitor	NRP1-CendR mod	MsrA act	PABP1 MLLE inh
CCOc1ccc(NCc2nc3ccccc3n2CCOc2ccccc2)cc1	10	4	3	5	-1.3	1.4	-18	-4	-9
COc1cc2c(cc1NC(=O)CN1CCN(S(=O)(=O)c3ccc(F)cc3)CC1)oc1ccccc12	34	30	-7	3	-1.7	-0.2	-5	-1	-13
CCN(CC)C(=O)CN1C(=O)C2(OCC(C)(C)CO2)c2ccccc21	-8	-9	1	-6	-0.1	0.2	-2	-4	6
Cc1noc(C)c1C(=O)Nc1ccc(C#N)cc1	-4	-4	0	5	0.1	-0.4	-4	-3	2
CCC(CC)C(=O)N(C)c1c(C)nc2c(OCC=C(C)C)cccn12	-2	3	9	2	0.1	0.6	-8	0	-2
COCCNc1ncnc2c1nc1n2CCCC1	-6	-9	-2	6	-0.6	-0.3	-9	-5	8
O=C(CN1C(=O)C2CCc3[nH]c4ccccc4c3C2C1=O)N1CCCC1 (stereo not given)	-9	-5	0	-2	-1.2	0.2	8	-9	18
CC(NCC(O)c1ccc([N+](=O)[O-])cc1)C12CC3CC(CC(C3)C1)C2 (stereo not given)	0	-9	3	10	-0.6	3.0	-1	-2	5
CCOc1cc(N2CCOCC2)c(OCC)cc1NC(=O)c1nc2nc(C)cc(C)n2n1	-3	7	3	1	-0.7	-0.1	0	-2	5

# High-throughput results: PubChem, several laboratories
